# PfHsp40 rescue – rescue of PfHsp40-mediated yeast toxicity; S. cerevisiae expressing PfHsp40, growth rescue, ATP luminescence; growth rescue, % at 12.5 µM; 340,000 compounds, 0.68% hits; AID 504582; in the data active = growth rescue above about 28%, passing the limit was not always enough;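 also: yeast W303a lacking pdr1 and pdr3 grown in galactose medium; growth measured after three days at 30 °C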
# GDH-TPI inh – inhibits GDH-TPI coupling enzymes, artifact for Mtb FBA screen; GDH-TPI coupled enzyme counterscreen, NADH absorbance; inhibition, % at 4.8 µM; 360,000 compounds, 1.2% hits; in the data active = inhibition above about 30%;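 also: 0% = DMSO wells and 100% = wells lacking the enzyme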
# Vc quorum ag – induces V. cholerae light production without autoinducers; activation, % at 18.7 µM; V. cholerae BH1578 lux reporter, luminescence, 6 h; 350,000 compounds, 0.16% hits; in the data active = activation mostly above about 9.7%, no sharp cut-off; also: not every result past the cut was called active; inactives centre near 0; reference of the scale not given here
# Yp Topo-I inh – inhibitors of Yersinia pestis topoisomerase I; Y. pestis Topo-I cleavage product accumulation, plate reader; activity, % at 10 µM; 360,000 compounds, 0.064% hits; in the data active = activity above about 50%, passing the limit was not always enough; also: inactives centre near 2
# TcdB GH inh – inhibitors of Clostridioides difficile toxin B glycohydrolase | P18177 | TcdB glycohydrolase enzymatic assay, plate reader | inhibition, % at 9.99 µM | 350,000 compounds, 0.24% hits; in the data active = inhibition above about 10%
# FadD28 FP inh – inhibitors of Mycobacterium tuberculosis FadD28 bisubstrate binding; inhibition, % at 12.5 µM; 360,000 compounds, 0.22% hits; FadD28 bisubstrate probe binding, fluorescence polarization; in the data active = inhibition above about 8.5%, passing the limit was not always enough
# Mtb FBA inh – inhibits M. tuberculosis FBA enzyme; P9WQA3; purified M. tuberculosis FBA, fluorescence read-out; inhibition, % at 1 µM; 360,000 compounds, 2.3% hits; AID 588726; in the data active = inhibition above about 27%;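 also: 0% = vehicle and 100% = reference inhibitor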
# Target sequence (P9WQA3 whole entry, looked up): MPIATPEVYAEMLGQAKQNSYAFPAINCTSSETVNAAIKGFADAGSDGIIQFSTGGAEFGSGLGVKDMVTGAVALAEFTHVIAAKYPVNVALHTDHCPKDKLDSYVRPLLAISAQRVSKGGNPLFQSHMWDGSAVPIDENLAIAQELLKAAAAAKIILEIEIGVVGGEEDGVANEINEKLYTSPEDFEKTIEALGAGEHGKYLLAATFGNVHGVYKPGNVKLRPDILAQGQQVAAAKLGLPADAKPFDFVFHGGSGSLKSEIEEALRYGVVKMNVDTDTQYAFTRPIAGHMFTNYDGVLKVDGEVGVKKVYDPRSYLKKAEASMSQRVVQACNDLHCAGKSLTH
# BioA inh – BioA (M. tuberculosis) enzyme inhibition; AID 602481; purified M. tuberculosis BioA enzyme, plate reader; 360,000 compounds, 0.096% hits; inhibition, % at 9.99 µM; in the data active = inhibition above about 40%
# UGM FP inh – inhibitors of M. tuberculosis UDP-galactopyranose mutase | inhibition, % at 10 µM | purified UGM, fluorescence polarization probe displacement | 320,000 compounds, 0.06% hits | P9WIQ1; in the data active = inhibition above about 10%, passing the limit was not always enough
# Target sequence (P9WIQ1 whole entry, looked up): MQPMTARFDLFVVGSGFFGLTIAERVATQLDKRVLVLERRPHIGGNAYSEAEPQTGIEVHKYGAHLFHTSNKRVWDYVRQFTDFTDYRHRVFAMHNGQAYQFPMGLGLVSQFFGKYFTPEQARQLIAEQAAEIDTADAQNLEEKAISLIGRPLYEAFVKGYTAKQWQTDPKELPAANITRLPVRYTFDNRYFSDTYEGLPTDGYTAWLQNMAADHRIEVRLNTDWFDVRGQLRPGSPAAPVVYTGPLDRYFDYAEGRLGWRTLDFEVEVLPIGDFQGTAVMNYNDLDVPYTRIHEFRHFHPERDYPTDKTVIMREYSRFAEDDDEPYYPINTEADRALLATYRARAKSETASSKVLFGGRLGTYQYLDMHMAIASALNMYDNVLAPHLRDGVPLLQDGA
# Active calls of the source: *; i = inactive; nt = no result given; & = joins results of further samples.
# Results follow in this order: PfHsp40 rescue	GDH-TPI inh	Vc quorum ag	Yp Topo-I inh	TcdB GH inh	FadD28 FP inh	Mtb FBA inh	BioA inh	UGM FP inh
> Cc1nnc(C)c2c(C)n(Cc3ccc4c(c3)OCO4)c(C)c12
 : -1.1	-2	-0.8	14	nt	-7.9	4	6.3	-6.8
> Cc1[nH]nc(Sc2ccccn2)c1[N+](=O)[O-]
 : -0.5	0	2.6	2	nt	-1.4	4	nt	nt
> Nc1nc(SCC(=O)c2c(N)n(C3CC3)c(=O)[nH]c2=O)n[nH]1
 : 0.3	7	-3.8	6	-1.0	-0.1	1	nt	nt
> CC(=O)C1=C(O)C(=O)N(c2ccc(Br)cc2)C1c1ccccc1[N+](=O)[O-] (configuration not stated)
 : -1.1	21	-3.8	6	0.1	1.7	6	0.2	2.3
> O=C(NC(=S)Nc1ccc(CN2CCOCC2)cc1)c1ccc2c(c1)OCCO2
 : 1.4	12	-1.6	11	0.6	0.0	1	0.5	-0.4
> COCCn1c(SCC(=O)N2CCCC2)nc2c(c1=O)SCC2
 : nt	9	-0.7	-5	0.4	-3.0	-2	1.5	nt
> CCOC(=O)C1=C(C)C(c2ccc(OC)cc2)NC(=S)N1 (configuration not stated)
 : -0.3	-5	i	4	nt	-1.1	4	-3.2	-2.8
> CCN(CC)CCCC(C)N=C(c1ccccc1)c1c(O)n(C)c(=O)n(C)c1=O (configuration not stated)
 : 0.8	5	i	0	nt	-3.1	1	-1.4	2.2
> CCC1(CC)C(=O)N(C)C(=O)NC1=NCc1ccccc1
 : 0.5	6	i	1	nt	-0.4	0	-0.2	0.2
> O=[N+]([O-])c1ccc(C2CN=C(Nc3ccccc3)S2)cc1 (configuration not stated)
 : -0.6	-7	i	6	1.6	-3.1	2	nt	-0.9
> O=C(/C=C/c1cn(-c2ccccc2)nc1-c1cccc(Cl)c1)N1CCN(c2ccccn2)CC1
 : 0.6	9	-1.6	29	0.8	-1.2	-3	nt	-3.7
> COCc1nc(-c2cc(Br)ccc2OC)no1
 : -1.0	3	i	5	nt	-2.1	0	-0.2	-0.1
> Cc1cc(C)c(C)c(S(=O)(=O)N2CCN(C(=O)c3ccccn3)CC2)c1C
 : -0.7	6	-0.3	7	1.2	-2.5	-1	0.0	nt
> COc1cc(S(=O)(=O)n2cnc(C)c2)ccc1Cl
 : 0.8	-2	1.0	1	1.4	-2.4	4	nt	4.7
> COc1cc(C(=O)Nc2cc(C)nn2-c2ccccc2)cc(OC)c1OC
 : 1.9	7	-0.1	-2	0.3	-0.7	0	nt	1.7
> O=C(Nc1cccnc1)c1ccc(Cl)c(S(=O)(=O)N2CCOCC2)c1
 : 1.7	-5	-0.5	6	0.1	-1.4	1	12	-0.1
> O=S(=O)(c1ccc(Br)cc1)c1nc(-c2ccccc2)oc1N1CCOCC1
 : -0.3	12	i	47	-1.1	1.0	0	-0.5	2.3
> O=C(c1cc2nc(-c3ccccc3)cc(C(F)(F)F)n2n1)N1CCCC1
 : -1.1	-1	-2.2	5	1.9	-2.7	0	nt	nt
> COc1ccc([C@H]2[C@H](C(=O)OC(C)(C)C)N3N=Cc4ccccc4C3C23C(=O)c2ccccc2C3=O)cc1OC (some centres not stated)
 : 0.1	10	4.2	24	nt	0.7	-1	0.8	1.5
> Cc1ccc(CCC(=O)Nc2ccccc2F)s1
 : -0.2	6	i	6	-1.6	0.8	3	-0.4	1.6
> CC1(C)CC(NC(=O)C2CCC(=O)N(Cc3ccccc3F)C2)CC(C)(C)C1 (configuration not stated)
 : 0.8	-2	-0.7	22	0.6	-5.5	0	0.9	nt
> O=C(CSc1oc(-c2ccco2)nc1S(=O)(=O)c1ccc(Cl)cc1)NCC1CCCO1 (configuration not stated)
 : 0.4	9	i	2	nt	-3.0	1	-1.2	-1.7
> Cc1ccc(S(=O)(=O)CCC(=O)Nc2nc(-c3cccnc3)cs2)cc1
 : 0.1	10	i	0	0.5	-1.6	3	nt	-0.3
> C[C@@H](O)C1NC(=O)[C@H](CCCCN)NC(=O)c2cc([N+](=O)[O-])cc(F)c2NCCCC[C@@H](C(N)=O)NC1=O (some centres not stated)
 : -1.5	-7	-6.7	-18	nt	-3.9	-1	-1.2	1.1
> CCC(C)NC(=O)C1CCN(S(=O)(=O)c2cc([N+](=O)[O-])ccc2Cl)CC1 (configuration not stated)
 : -1.0	6	-2.1	5	-0.4	-1.5	4	nt	0.7
> CCOC(=O)C1=C(c2cccc(Oc3ccccc3)c2)NC(=S)NC1C (configuration not stated)
 : -0.7	2	0.6	21	nt	-4.1	3	3.2	-3.4
> CCOC(=O)C1=C(Nc2ccccc2)CC(C)(O)C(C(=O)OCC)C1c1ccc(Cl)cc1 (configuration not stated)
 : 1.5&0.3	4&4	-0.2	-3&15	-1.0&0.3	0.5&-4.3	2&-2	-2.8&-0.5	-2.4
> CC(=O)c1ccc(NC(=O)Nc2ccc(Cl)cc2)cc1
 : 1.1	-1	1.7	5	1.5	-1.0	-2	nt	0.2
> CC(=O)Nc1ccc(S(=O)(=O)NCCC(=O)OCc2ccc([N+](=O)[O-])cc2)cc1
 : 0.2	3	-0.1	-2	-0.8	-4.3	-1	3.1	1.2
> COC(=O)c1ccc(/C=C/c2c(-c3ccc(OC)cc3)sc3ccccc23)cc1
 : 0.9	26	1.9	3	-0.8	1.3	4	-2.1	1.6
> CCCCCCCNC(=O)C1(CC2CC(c3cccc(Br)c3)=NO2)CCN(C(=O)C2CCCC2)CC1 (configuration not stated)
 : -0.9	1	i	60*	0.4	-3.7	-2	0.3	0.3
> COc1cc(CNC(=O)c2cccc(COc3ccc(Cl)cc3)c2)cc(OC)c1
 : 1.5	11	-0.2	9	0.4	-0.2	-2	nt	0.7
> COc1ccc(N2CCN(C(=O)CCNC(=O)Cn3ccc4ccccc4c3=O)CC2)cc1
 : -1.6	8	i	1	-0.1	-3.9	-5	nt	-0.3
> C/C(=N\NC(=O)C(O)c1ccccc1)c1ccc(Br)s1 (configuration not stated)
 : 2.5	6	-0.6	4	1.9	nt	-1	-2.2	2.2
> CN(C)CC(C)(C)CNC(=O)CC1C(=O)NCCN1Cc1ccc(-c2ccccc2)cc1 (configuration not stated)
 : -0.4	-1	0.2	-3	-0.7	-2.4	-1	nt	-0.9
> Cc1ccc(-c2csc3nc(C)n(N)c(=O)c23)cc1
 : -0.1	-2	i	2	-0.2	-3.7	-2	0.3	0.5
> CC(OC(=O)CCCOc1ccccc1)C(=O)Nc1ccc(Cl)cn1 (configuration not stated)
 : 0.5	7	-0.6	22	1.1	1.4	3	-1.7	-0.1
> Cc1nc2ccccc2n1CC(=O)N/N=C/c1cccnc1
 : 0.1	0	i	-1	0.7	-0.1	-6	nt	1.2
> Cc1ccc(Br)c(NS(=O)(=O)c2cccc(C(=O)N3CCNC(=O)C3)c2)c1
 : 0.3	-5	i	1	-0.1	-4.4	-3	-0.1	-1.4
> O=c1[nH]c2ccccc2n1C1CCN(C(c2ccnc3ccccc23)c2nnnn2-c2ccc3c(c2)OCCO3)CC1 (configuration not stated)
 : nt	nt	nt	nt	0.6	-5.6	-5	-1.3	nt
> CCOc1ccccc1NC(=S)N(Cc1cc2ccc(C)cc2[nH]c1=O)CC1CCCN1CC (configuration not stated)
 : 0.2	9	-0.3	11	nt	-2.7	-1	nt	-1.2
> COc1cc(C(c2c(C)[nH][nH]c2=O)c2c(C)[nH][nH]c2=O)cc(Br)c1OC
 : 0.5	-1	-0.2	-3	-1.8	0.3	-2	0.2	0.8
> Cc1cc(CSc2ccc(Cl)cc2)ccc1N
 : 2.8	-3	i	20	1.1	-1.6	-6	-0.8	nt
> O=C(O)c1cc([N+](=O)[O-])c(Nc2cccc3ccccc23)c([N+](=O)[O-])c1
 : 2.5	16	i	1	1.2	0.7	-14	3.5	-0.7
> O=C1c2ccccc2NC(c2ccc(O)cc2)N1Cc1ccco1 (configuration not stated)
 : 0.6	17	-0.4	4	nt	-3.7	24	1.6	6.1
> CCn1ncc(Br)c1C(=O)NC(C)c1ccccc1 (configuration not stated)
 : -1.7	7	i	1	nt	0.2	-1	-2.3	3.7
> O=C(CCCC(=O)c1ccccc1)NCc1ccccc1
 : -0.9	-4	i	-4	0.7	-0.6	-1	-3.5	1.4
> Cc1ccc(C(=O)Nc2cccc(C(=O)NC3CCCC3)c2)cc1
 : -0.8	2	-0.8	13	0.5	-1.0	0	14	1.3
> Cc1noc(C)c1NC(=O)Nc1cccc2c1O[C@H](CN(C)C(=O)Nc1ccc3c(c1)OCO3)[C@@H](C)CN([C@H](C)CO)C2=O
 : -0.5	-11	-6.9	-3	0.2	-1.6	0	0.3	-4.7
> Cc1cc(=O)oc2c(C)c(OCC(=O)N3CC[C@@]4(O)CCCC[C@H]4C3)ccc12
 : 0.0	11	-0.4	0	-3.4	0.2	15	2.3	2.8
> CSc1ccc(CCNC(=O)c2nn(C)c3c2CS(=O)(=O)c2ccccc2-3)cc1
 : 2.8	-4	-0.3	15	1.2	-5.9	-4	0.8	1.5
> Cc1c(Br)cccc1NC(=O)C1(C)CCN1CCc1ccccc1 (configuration not stated)
 : nt	4	-1.1	38	-0.1	-2.2	0	-1.0	nt
> CN(C(=O)CCc1nnc(CCCCc2ccccc2)o1)C1CC(C)(C)NC(C)(C)C1
 : -1.9	5	1.5	12	0.4	-4.2	0	nt	-2.5
> O=C1c2ccccc2[C@@H]2C[C@H](NC34CC5CC(CC(C5)C3)C4)[C@@H](O)CCN12
 : 0.4	0	i	1	-0.1	-1.6	0	-0.9	nt
> COc1ccc(NC(=O)C2CCN(C(=O)c3cccs3)CC2)cc1OC
 : -0.4	-3	-0.2	-5	nt	-0.3	-4	4.1	-5.5
> CCOc1cc(C(=O)N2CCN(c3ccc(C(C)=O)cc3)CC2)cc(OCC)c1OCC
 : -1.6	31*	-4.2	1	2.1	-1.4	1	5.8	-3.1
> Cc1noc(C)c1S(=O)(=O)Nc1ccc(C(=O)O)cc1
 : -0.1	1	i	1	nt	-2.4	4	2.0	-2.8
> c1ccc(COc2ccc(-c3cc4nc(NCCOc5ccccc5)ccn4n3)cc2)cc1
 : nt	29	i	5	0.3	-1.9	11	-1.6	nt
> CCC1([N+](=O)[O-])COC(c2ccc(C(C)C)cc2)OC1 (configuration not stated)
 : 1.9	-10	i	-1	0.5	-2.8	0	-0.5	nt
> Cc1cc(NC(=O)COc2ccc3oc4ccccc4c3c2)no1
 : 0.0	6	i	-4	nt	-1.1	1	-3.7	-2.9

# Later entries.
# Results follow in this order: PfHsp40 rescue	GDH-TPI inh	Vc quorum ag	Yp Topo-I inh	TcdB GH inh	FadD28 FP inh	Mtb FBA inh	BioA inh	UGM FP inh
> COc1ccc(S(=O)(=O)N(C)C)cc1NCC(=O)Nc1cccc(C#N)c1
 : 1.8	1	-0.8	-9	0.9	-3.9	1	0.0	-0.9
> CCN(CCCNC(=O)C1c2ccccc2C(=O)N(CCOC)C1c1ccc(F)cc1)Cc1ccccc1 (configuration not stated)
 : 1.7	6	-1.1	7	-0.5	-3.3	1	-0.6	-1.8
> Cc1cccc(N2CCN(c3nc4ccc(Cl)cc4n4cnnc34)CC2)c1C
 : 0.1	-6	-0.3	3	-1.0	-3.7	0	0.4	-1.6
> CCC1=C(OC(=O)N(CC)CC)N2C(=O)OC(=NCCc3c[nH]c4ccccc34)[C@]2(Cc2ccccc2)[C@H]2C1=CC[C@H]1C(=O)NC(=O)[C@H]12
 : 1.1	3	i	1	1.7	-0.7	-2	-0.9	-1.7
> Cc1c(C(=O)NCc2ccc3c(c2)OCCO3)sc(=O)n1Cc1ccccc1C#N
 : nt	2	-0.4	21	0.6	-1.6	-1	-0.4	nt

# Single records, from the list above. Order of values: PfHsp40 rescue, GDH-TPI inh, Vc quorum ag, Yp Topo-I inh, TcdB GH inh, FadD28 FP inh, Mtb FBA inh, BioA inh, UGM FP inh
# `Cc1c(C(=O)NCc2ccc3c(c2)OCCO3)sc(=O)n1Cc1ccccc1C#N` reads nt, 2, -0.4, 21, 0.6, -1.6, -1, -0.4, nt
# `CCN(CCCNC(=O)C1c2ccccc2C(=O)N(CCOC)C1c1ccc(F)cc1)Cc1ccccc1` (configuration not stated) reads 1.7, 6, -1.1, 7, -0.5, -3.3, 1, -0.6, -1.8
# `Cc1cccc(N2CCN(c3nc4ccc(Cl)cc4n4cnnc34)CC2)c1C` reads 0.1, -6, -0.3, 3, -1.0, -3.7, 0, 0.4, -1.6
# `CCC1=C(OC(=O)N(CC)CC)N2C(=O)OC(=NCCc3c[nH]c4ccccc34)[C@]2(Cc2ccccc2)[C@H]2C1=CC[C@H]1C(=O)NC(=O)[C@H]12` reads 1.1, 3, i, 1, 1.7, -0.7, -2, -0.9, -1.7

# Screens as filed in PubChem BioAssay.
